CF NFkB block: inhibitors of PAF-induced NF-kB signaling, primary screen, cell-based, GFP fluorescence, uHTS. KKLEB NF-kB-GFP reporter, GFP fluorescence overnight. inhibition, % at 5 µM. actives 0.86% (n = 360,000);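 active means at least 50% inhibition at 5 µM, scaled per plate between neutral and stimulator controls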;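 further: PAF is a Pseudomonas aeruginosa culture filtrate used as stimulus; plate controls were PAF-stimulated DMSO wells for no effect and unstimulated DMSO wells for full effect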
NCOA1 inh: SRC1 coactivator transcriptional activity inhibitors, primary screen, cell-based, luminescence; actives 0.12% (n = 360,000); Nuclear receptor coactivator 1 (Homo sapiens), Q15788; inhibition, % at 3.6 µM; HEK293 GAL4-SRC1 luciferase reporter; AID 588354, 2011;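 active means inhibition above the campaign mean plus 3 SD, with each screening campaign given its own cutoff, cut at about 60% in these data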;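 further: 0% = DMSO treated cells and 100% = gossypol at 36 µM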
Target sequence (Q15788 whole entry, looked up, the tested form may be a part): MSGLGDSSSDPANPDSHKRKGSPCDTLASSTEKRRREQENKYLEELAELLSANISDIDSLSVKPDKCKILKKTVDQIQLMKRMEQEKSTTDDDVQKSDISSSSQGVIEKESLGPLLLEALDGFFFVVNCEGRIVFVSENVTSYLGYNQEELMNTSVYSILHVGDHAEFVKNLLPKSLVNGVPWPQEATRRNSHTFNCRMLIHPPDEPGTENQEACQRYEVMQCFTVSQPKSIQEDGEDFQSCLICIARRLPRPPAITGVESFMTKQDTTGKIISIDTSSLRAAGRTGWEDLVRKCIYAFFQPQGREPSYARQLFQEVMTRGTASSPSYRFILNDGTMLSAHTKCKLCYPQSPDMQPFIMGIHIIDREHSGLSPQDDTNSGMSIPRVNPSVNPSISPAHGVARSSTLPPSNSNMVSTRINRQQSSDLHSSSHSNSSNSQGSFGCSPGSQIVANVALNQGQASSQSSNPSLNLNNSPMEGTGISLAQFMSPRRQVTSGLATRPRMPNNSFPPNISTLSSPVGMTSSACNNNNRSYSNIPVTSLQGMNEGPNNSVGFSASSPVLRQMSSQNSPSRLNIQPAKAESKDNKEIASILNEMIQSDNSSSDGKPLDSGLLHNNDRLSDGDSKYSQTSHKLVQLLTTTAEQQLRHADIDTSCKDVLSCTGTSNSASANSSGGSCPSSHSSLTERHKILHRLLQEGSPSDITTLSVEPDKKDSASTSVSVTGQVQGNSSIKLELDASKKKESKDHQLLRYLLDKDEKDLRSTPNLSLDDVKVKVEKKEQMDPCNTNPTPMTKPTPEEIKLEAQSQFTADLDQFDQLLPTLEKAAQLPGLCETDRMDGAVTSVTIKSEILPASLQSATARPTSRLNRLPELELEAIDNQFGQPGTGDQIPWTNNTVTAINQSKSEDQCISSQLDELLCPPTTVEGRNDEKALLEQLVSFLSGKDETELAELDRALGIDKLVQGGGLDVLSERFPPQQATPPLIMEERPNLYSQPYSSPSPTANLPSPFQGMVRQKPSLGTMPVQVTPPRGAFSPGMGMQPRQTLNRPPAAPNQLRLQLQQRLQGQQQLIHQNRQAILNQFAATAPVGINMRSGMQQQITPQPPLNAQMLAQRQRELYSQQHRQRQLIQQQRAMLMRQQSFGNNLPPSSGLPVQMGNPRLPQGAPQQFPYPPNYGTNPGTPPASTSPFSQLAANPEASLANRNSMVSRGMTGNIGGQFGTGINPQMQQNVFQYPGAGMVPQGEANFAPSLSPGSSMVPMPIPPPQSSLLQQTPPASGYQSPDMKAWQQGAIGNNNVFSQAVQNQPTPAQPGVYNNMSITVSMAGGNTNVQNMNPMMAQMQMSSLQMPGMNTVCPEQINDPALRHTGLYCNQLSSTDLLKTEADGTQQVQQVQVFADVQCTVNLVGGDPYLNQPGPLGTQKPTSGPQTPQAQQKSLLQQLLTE
NR5A2 inv ag: LRH-1 (NR5A2) inverse agonists, primary screen, cell-based, luminescence, HEK293T, StAR-luciferase reporter | LRH-1 transfected, 24 h | inhibition, % at 3.6 µM | Nuclear receptor subfamily 5 group A member 2 (Homo sapiens), O00482 | AID 602396, 2012 | actives 0.13% (n = 360,000);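 active means inhibition above the mean inhibition of all tested compounds plus 3 SD, cut at about 73% in these data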;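 further: 0% = DMSO wells and 100% = reporter-only cells lacking LRH-1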
TRAIL sens C8: viability loss with TRAIL in NB7+C8 cells, primary screen, TRAIL sensitizer project, cell-based, ATPlite luminescence; actives 1% (n = 360,000); inhibition (viability loss, TRAIL sensitization), % at 10 µM;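 active means compounds causing at least 50% loss of cell viability in the single-dose screen, relative to plate controls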
SRC3 inh: SRC3 coactivator transcriptional activity inhibitors, primary screen, cell-based, luminescence; Nuclear receptor coactivator 3 (Homo sapiens), Q9Y6Q9; HEK293 GAL4-SRC3 luciferase reporter; inhibition, % at 3.6 µM; actives 0.17% (n = 360,000);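 active means inhibition above a per-campaign cutoff, the mean of all compounds plus 3 SD, cut at about 60% in these data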;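 further: 0% = DMSO-treated cells and 100% = gossypol-treated cells at 36 µM; higher means less SRC3-driven luciferase light from the GAL4 reporter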
TROY signal inh: inhibitors of TROY-driven NF-kB signaling, primary screen, Q293 LMP1-TROYcd cells, NF-kB luciferase, uHTS; Q293 LMP1-TROYcd NF-kB luciferase reporter, 4 h; inhibition, % at 10 µM; actives 0.98% (n = 360,000); AID 1347056, 2019;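 active means compounds whose plate-normalised and pattern-corrected inhibition of the luciferase reporter signal at the single screening dose is 50% or more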
KKLEB cytotox: cytotoxicity in KKLEB CF airway cells, primary screen, cytotoxicity control for CF NF-kB inhibitor project, cell-based, uHTS, fluorescence assay plates; KKLEB CF airway cells viability, ATPlite luminescence, overnight; hits give low values; cells stimulated with P. aeruginosa culture filtrate; activity change (cytotoxicity), % at 5 µM; actives 0.36% (n = 360,000); AID 602141, 2011;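 active means corrected activity change at or below -50% at 5 µM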
Shn3 3UTR inh: reduction of Shn3 3'UTR firefly luciferase signal, primary screen, Schnurri-3 inhibitor project, cell-based, Clone20 osteoblasts, set 2; Clone20 osteoblast Shn3 3'UTR firefly luciferase, 24 h; inhibition, % at 12.5 µM; actives 0.52% (n = 360,000);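 active means mean inhibition of at least 75% with every replicate also reaching 75%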;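 further: 0% = median of neutral control wells and 100% = pilot-screen positive control compound; some compounds past the cut are filed as inactive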
NR2F2 inh: NR2F2 transcriptional activity inhibitors, primary screen, cell-based, luciferase reporter, HEK293T, luminescence. COUP transcription factor 2 (Homo sapiens), P24468. HEK293T NGFI-A luciferase reporter. inhibition, % at 8.6 µM. actives 0.7% (n = 370,000);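 active means inhibition above a per-plate cutoff, mean inhibition of test wells between control levels plus 3 SD, cut at about 38% in these data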;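 further: cells cotransfected with COUP-TFII expression vector driving the NGFI-A reporter; 0% = median of COUP-TF2 test wells and 100% = reporter-only cells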
TWEAK-Fn14 inh: inhibitors of TWEAK-Fn14 signaling, primary screen, luciferase reporter cells, uHTS; TWEAK-stimulated Fn14 reporter cells, luciferase luminescence, 8 h; actives 2% (n = 360,000); inhibition, % at 10 µM; AID 1159606, 2016; in the data active means inhibition above about 50%
LMP1 NFkB inh: EBV LMP1-driven NF-kappaB luciferase reporter inhibitors, primary screen, cell-based, luminescence, single point; actives 0.69% (n = 350,000); LMP1-induced NF-kappaB luciferase reporter cells; inhibition, % at 12.5 µM; in the data active means inhibition above about 41%;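 further: 0% = neutral control wells and 100% = reference inhibitor control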
Active calls of the source: *; / = no result given.

1. Cc1cc(=O)oc2c3c4c(cc12)OCCN4CCC3
2. COC(=O)c1ccccc1-c1cn(C)c2ccccc2c1=O
3. O=C(NCc1ccncc1)c1ccc(N2CCCC2)c([N+](=O)[O-])c1
4. CCOC(=O)c1sc2ncn(CC(=O)Nc3cc(C)on3)c(=O)c2c1C
5. O=C(COC(=O)c1ccc2ccccc2c1)NCCCc1ccccc1
6. COc1ccccc1C(C)NC(=O)c1cc(=O)[nH]c2ccccc12 (stereo unspecified)
7. CCN(CC)S(=O)(=O)c1cccc(C(=O)c2c(C)cc3ccccn23)c1
8. Cc1ccc(N(C(=O)c2csnn2)C(C(=O)NC(C)(C)C)c2cccnc2)cc1C (stereo unspecified)
Assay by compound	1	2	3	4	5	6	7	8
CF NFkB block	-24	-3	8	1	6	11	-4	-3
NCOA1 inh	-58	8	11	-4	-4	-2	9	13
NR5A2 inv ag	18	-1	19	16	10	-23	33	13
TRAIL sens C8	6	-13	16	-11	0	7	-6	-1
SRC3 inh	-17	2	15	-3	9	-5	-1	14
TROY signal inh	-16	-9	12	10	6	-11	18	6
KKLEB cytotox	2	6	-4	-2	-11	-2	10	4
Shn3 3UTR inh	-22	3	47	-24	-27	5	-6	6
NR2F2 inh	-17	-9	29	7	-16	0	15	-18
TWEAK-Fn14 inh	-12	-24	6	0	2	-12	6	16
LMP1 NFkB inh	-2	-7	3	1	4	-13	10	3

9. Cc1cc(C)c2c(CC(=O)NN(C)C)coc2c1
10. O=C(CSc1nc2ccccc2[nH]1)Nc1ccc(F)c(F)c1
11. Cn1c(=O)c2c(ncn2CC(=O)OCC(=O)NCc2ccc(F)cc2)n(C)c1=O
12. O=C(O)CC(NC(=O)C12CC3CC(CC(C3)C1)C2)c1cc([N+](=O)[O-])ccc1Cl (stereo unspecified)
13. O=C(NCc1nnc(SCC(=O)N2CCOCC2)o1)c1c(F)cccc1F
14. COC(=O)N/N=C/c1cn(Cc2c(Cl)cccc2Cl)c2ccccc12
15. COc1cc(NC(=O)CN2C(=O)C(c3ccccc3)=NC2(C)C)cc(OC)c1
16. CC(=O)Nc1c2c(nn1-c1cccc(Cl)c1)CS(=O)(=O)C2
Assay by compound	9	10	11	12	13	14	15	16
CF NFkB block	-4	12	-30	-6	-10	4	1	-2
NCOA1 inh	-1	3	2	-9	3	1	3	3
NR5A2 inv ag	-8	16	32	-12	7	-20	-16	-2
TRAIL sens C8	2	5	-9	-3	-23	9	-14	-29
SRC3 inh	-1	-15	6	8	2	12	-1	24
TROY signal inh	3	5	12	4	9	22	9	-1
KKLEB cytotox	-4	6	14	2	4	2	4	3
Shn3 3UTR inh	4	4	-20	5	10	17	0	3
NR2F2 inh	3	-7	7	2	10	16	19	-7
TWEAK-Fn14 inh	32	5	0	19	3	44	-8	-16
LMP1 NFkB inh	-5	0	-3	3	-12	5	4	-2

17. CC1(C(=O)O)Cc2ccccc2C(=O)O1 (stereo unspecified)
18. COc1ccc(CCNC2=C(Cl)C(=O)N(Cc3ccccc3)C2=O)cc1OC
19. COc1ccc(NC(=O)CN2CCN(CC#N)CC2)cc1
20. Cc1nn(C)c(C(=O)N/N=C/c2ccc(-c3ccccc3)cc2)c1Cl
21. C/C(=N\NC(=O)CNC(=O)c1ccccc1F)c1ccco1
22. O=C(Nc1nnc([C@H]2C[C@H](O)[C@@H](CO)O2)s1)Nc1ccccc1Oc1ccccc1
23. CN(C)S(=O)(=O)c1ccc(NC(=O)COC(=O)C2COc3ccccc3O2)cc1 (stereo unspecified)
24. CN(C)S(=O)(=O)c1ccc(N2CCCC2)c(C(=O)N2CCN(S(=O)(=O)c3ccccc3F)CC2)c1
Assay by compound	17	18	19	20	21	22	23	24
CF NFkB block	19	13	-6	-16	11	3	-3	8
NCOA1 inh	10	5	0	-12	-10	-13	8	-4
NR5A2 inv ag	7	21	12	16	2	3	3	-2
TRAIL sens C8	-13	7	-7	-1	9	2	-6	10
SRC3 inh	2	-3	7	-4	-8	-1	-6	5
TROY signal inh	-9	28	6	5	11	2	-5	-8
KKLEB cytotox	-12	4	14	-1	3	-10	9	13
Shn3 3UTR inh	-10	51	-88	12	-3	-4	-9	14
NR2F2 inh	5	20	-21	-2	15	-8	-19	-6
TWEAK-Fn14 inh	7	38	11	-16	-9	2	2	-23
LMP1 NFkB inh	2	2	-1	5	-10	/	-2	2

Some of these compounds in order of their number in CF NFkB block, descending:
No.	smiles	CF NFkB block
17	CC1(C(=O)O)Cc2ccccc2C(=O)O1 (stereo unspecified)	19
18	COc1ccc(CCNC2=C(Cl)C(=O)N(Cc3ccccc3)C2=O)cc1OC	13
23	CN(C)S(=O)(=O)c1ccc(NC(=O)COC(=O)C2COc3ccccc3O2)cc1 (stereo unspecified)	-3

The listing picks up with the 4 entries that preceded the break.
21. C/C(=N\NC(=O)CNC(=O)c1ccccc1F)c1ccco1
22. O=C(Nc1nnc([C@H]2C[C@H](O)[C@@H](CO)O2)s1)Nc1ccccc1Oc1ccccc1
23. CN(C)S(=O)(=O)c1ccc(NC(=O)COC(=O)C2COc3ccccc3O2)cc1 (stereo unspecified)
24. CN(C)S(=O)(=O)c1ccc(N2CCCC2)c(C(=O)N2CCN(S(=O)(=O)c3ccccc3F)CC2)c1
25. Cc1[nH]c2ccccc2c1Cc1nnc(SCC(N)=O)o1
26. Cc1nnc(SCc2ccc3c(c2)OCO3)s1
27. CC(C)(C)c1ccc(C(=O)Nc2ccccc2C(=O)NCCN2CCOCC2)cc1
28. CCOC(=O)C(=O)N(C)c1c(CC)nc2c(OCCC3CCCCC3)cccn12
29. Cc1ccc(C(O)c2nc3ccccc3n2C)cc1 (stereo unspecified)
30. CC1CCCC(C)N1C(=O)COC(=O)c1cc(-c2cccs2)nn1-c1ccccc1 (stereo unspecified)
31. CC1CC(=O)N(c2ccc(NCc3ccccc3Cl)c([N+](=O)[O-])c2)C1=O (stereo unspecified)
32. COc1cccc(C2CC(c3cccs3)=NN2C(=O)c2ccco2)c1O (stereo unspecified)
Assay by compound	21	22	23	24	25	26	27	28	29	30	31	32
CF NFkB block	11	3	-3	8	-12	4	-15	7	-2	8	8	-16
NCOA1 inh	-10	-13	8	-4	5	-90	-17	-8	-10	8	2	-8
NR5A2 inv ag	2	3	3	-2	-1	-58	-11	14	16	5	1	-7
TRAIL sens C8	9	2	-6	10	7	-6	9	-6	-1	2	-5	-6
SRC3 inh	-8	-1	-6	5	8	-44	-1	-15	7	15	14	3
TROY signal inh	11	2	-5	-8	4	-45	-4	14	-9	-11	14	20
KKLEB cytotox	3	-10	9	13	2	6	11	-2	-4	15	4	1
Shn3 3UTR inh	-3	-4	-9	14	-10	-40	-30	10	9	-4	-16	-11
NR2F2 inh	15	-8	-19	-6	4	-56	-4	0	18	9	6	15
TWEAK-Fn14 inh	-9	2	2	-23	7	-30	6	-4	18	-16	6	-4
LMP1 NFkB inh	-10	/	-2	2	-3	-15	-5	/	5	-6	0	-10

33. Cc1ccc(NC(=O)c2ccccc2N2C(=O)C3C4C=CC(C5CC45)C3C2=O)cc1C (stereo unspecified)
34. O=[N+]([O-])c1ccc(/C=N\N2CCN(Cc3ccccc3Cl)CC2)cc1
35. O=C(CCNS(=O)(=O)c1ccc2[nH]c(=O)oc2c1)Nc1cccc(Br)c1
36. Cc1ccc(Nc2c([N+](=O)[O-])ccc3nonc23)cc1C
37. COc1ccc(NC(=O)CSc2nnc(CCC(=O)O)c(=O)n2N)cc1
38. Cc1nc2c(c(=O)c3ccccc3n2C)c(=O)n1-c1ccccc1
39. O=C(Nc1nc(-c2ccccc2)cs1)c1ccc2c(=O)n3c(nc2c1)CCCCC3
40. O=C1[C@H]2[C@@H](c3ccc(Cl)cc3)N3C(=O)N(c4cccc(Cl)c4)C(=O)[C@@]3(Cc3ccc(Cl)cc3)[C@H]2C(=O)N1C1CCCCC1
41. CCCc1nnc(NC(=O)CCN2C(=O)c3ccccc3C2=O)s1
Assay by compound	33	34	35	36	37	38	39	40	41
CF NFkB block	20	7	19	2	1	-5	4	24	0
NCOA1 inh	-1	-39	-12	1	-9	-12	33	-9	-3
NR5A2 inv ag	-17	-11	11	2	5	4	1	-6	0
TRAIL sens C8	-15	-4	-9	-3	-10	2	34	4	-2
SRC3 inh	6	-12	9	-8	-1	7	37	7	1
TROY signal inh	-5	-9	1	16	10	-20	71*	3	-7
KKLEB cytotox	-8	-9	-3	-1	6	7	16	4	-2
Shn3 3UTR inh	18	5	-29	8	-38	13	24	-43	-7
NR2F2 inh	16	-2	-1	4	5	7	35	-15	-16
TWEAK-Fn14 inh	3	-1	7	-27	-15	-22	106*	12	-2
LMP1 NFkB inh	-1	4	-5	6	3	-4	32	7	-13

Screening results deposited in PubChem by several laboratories.

The list is partial (hit frequency here may not be typical).
